B2AR arrestin = qHTS assay of beta-arrestin-biased ligands of beta2-adrenergic receptor; Beta-2 adrenergic receptor (Homo sapiens), P07550; beta-arrestin recruitment to beta2AR, cell-based reporter; Potency, µM (highest dose often 46.1 µM), without a hit: at the highest dose activation, actives largely listed as activators; actives 0.02% (n = 330,000); AID 492947, 2010;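 further: potency means the concentration at half of the fitted maximal effect; 0% = DMSO controls and full agonism = EC100 isoproterenol or metaproterenol; nearly all actives have a fitted effect of over 65% in size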
USP2a inh = qHTS Assay for Inhibitors of Ubiquitin-specific Protease USP2a Using CHOP2 as the Reporter; USP2 core, Ub-CHOP2 coupled fluorogenic reporter, 485/531; AID 463254, 2010; Potency, µM (titrated, usually from 38.3 µM), without a hit: top-dose activity change, negative = inhibition, usual class: inhibitors; actives 0.01% (n = 330,000);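 further: potency means the concentration at half of the fitted maximal effect; plate controls were DMSO wells for no effect and full inhibition by NEM control for full effect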
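USP2 core (10nM final) preincubated 30min RT with compound in 20mM Tris-HCl pH 8.0, 2mM CaCl2, 2mM beta-mercaptoethanol, 0.05% CHAPS; 25nM Ub-CHOP2 plus 25nM reporter substrate added, fluorescence (Ex485/Em531) read after 60min.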
Giardia kill = Small Molecules that selectively kill Giardia lamblia: qHTS | Giardia lamblia trophozoite viability | activity change, % at 7.66 µM, hits read low | actives 0.15% (n = 340,000) | AID 540267, 2011; in the data active means activity change below about -80%; inconclusive means between about -30% and that limit;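 further: parasites exposed to compound for two days anaerobically before the ATP read; on the % scale 0 is the no-effect control and ±100 the full control effect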
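Luminescence from cellular ATP indicates surviving trophozoites (100 cells/well) following 48 hrs anaerobic compound treatment at 37 deg C; signal develops 15-30 min at room temperature.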
Menin-MLL TR inh = qHTS Assay for Inhibitors Targeting the Menin-MLL Interaction in MLL Related Leukemias: Competition With Texas Red Labeled MLL-derived Mutant Peptide | Menin + Texas Red MLL mutant peptide, fluorescence polarization | AID 1768, 2009 | actives 0.23% (n = 270,000) | Potency, µM (series often up to 61.6 µM), without a hit: at the top dose FP activity change, negative = inhibition, most hits filed as inhibitors | O00255; active means well fitted inhibition curve with a large enough effect in the polarisation, with a control signal flat, not every such curve was filed as active; inconclusive means small, poorly fitted or top-dose-only effect, or effect the other way, or a change in a side signal; inactive means no such curve, though single readings can be large or run the other way; the % refers to the polarisation; further: potency means the concentration at half of the fitted maximal effect; % of control where 0% means no effect; many of its hits are not listed in these tables
TRPV1 ag = HTS Assay for Compounds that Act as Agonists of the Vanilloid Receptor 1; AID 540275, 2011; Transient receptor potential cation channel subfamily V member 1 (Homo sapiens), Q8NER1; actives 0.19% (n = 320,000); TRPV1-expressing cells, Fluo-8 calcium influx, agonist mode; activation, % at 8.33 µM; in the data active means activation above about 80%; inconclusive means between about 30% and that limit; further: 0% is about no effect
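Cells expressing TRPV1 were dye-loaded with Fluo-8 and read kinetically: 10 s baseline, 3 min after compound (agonist portion), then 2 min after EC20 capsaicin (allosteric enhancer portion). Calcium-bound dye fluorescence at 480/520 nm.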
PKM2 activator = qHTS Assay for Activators of Human Muscle isoform 2 Pyruvate Kinase. Pyruvate kinase PKM (Homo sapiens), P14618. purified PKM2, Kinase-Glo ATP luminescence, activation; response scale: 0% is enzyme alone, no compound. Potency, µM (series often up to 57.5 µM), for the others: at the top dose activation, actives largely listed as activators. actives 0.34% (n = 260,000); further: potency means the concentration at half of the fitted maximal effect; on the % scale 0 is the no-effect control and ±100 the full control effect; nearly all actives have a fitted effect of over 55% in size
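Purified hPK-M2 (>95%) run at intermediate activity with 0.1 mM ADP and 0.5 mM PEP in 50 mM imidazole pH 7.2, KCl, MgCl2; 1 h room temperature. ATP formed read by Kinase-Glo luminescence; normalized to uninhibited and no-enzyme controls.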
hERG WT inh = qHTS for Inhibitors of KCHN2 3.1: Wildtype qHTS | U2OS, BacMam KCNH2, thallium flux FluxOr; stronger effect = lower value | Voltage-gated inwardly rectifying potassium channel KCNH2 (Homo sapiens), Q12809 | activity change, % at 1.84 µM | actives 0.37% (n = 340,000) | AID 720551, 2013;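 active means maximum activity change below -70%; inconclusive means maximum activity change between -70% and -50%; inactive means maximum activity change above -50%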; further: on the % scale 0 is the no-effect control and ±100 the full control effect
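U2OS cells were transduced with wild-type KCNH2 virus (2.03 x 10^8 / mL) for 4 h at room temperature, then cultured overnight at 37 C. Thallium flux was read with FluxOr dye. Rate constants were normalized to DMSO controls.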
MLL CXXC-DNA inh = qHTS Fluorescence Polarization Assay for Inhibitors of MLL CXXC domain - DNA interaction. AID 2662, 2010. MLL-CXXC / FITC-HOXA9 DNA fluorescence polarization. Potency, µM (titrated, usually from 115 µM), for inactives: top-dose activity change, negative = inhibition, actives largely listed as inhibitors. actives 0.037% (n = 290,000); active means well fitted inhibition curve with a large enough effect in the polarisation, with a control signal flat, not every such curve was filed as active; inconclusive means small, poorly fitted or top-dose-only effect, or effect the other way, or a change in a side signal; inactive means no such curve, though single readings can be large or run the other way; the % refers to the polarisation; further: potency means the concentration at half of the fitted maximal effect
Target sequence (Q03164 whole entry, looked up, the tested form may be a part): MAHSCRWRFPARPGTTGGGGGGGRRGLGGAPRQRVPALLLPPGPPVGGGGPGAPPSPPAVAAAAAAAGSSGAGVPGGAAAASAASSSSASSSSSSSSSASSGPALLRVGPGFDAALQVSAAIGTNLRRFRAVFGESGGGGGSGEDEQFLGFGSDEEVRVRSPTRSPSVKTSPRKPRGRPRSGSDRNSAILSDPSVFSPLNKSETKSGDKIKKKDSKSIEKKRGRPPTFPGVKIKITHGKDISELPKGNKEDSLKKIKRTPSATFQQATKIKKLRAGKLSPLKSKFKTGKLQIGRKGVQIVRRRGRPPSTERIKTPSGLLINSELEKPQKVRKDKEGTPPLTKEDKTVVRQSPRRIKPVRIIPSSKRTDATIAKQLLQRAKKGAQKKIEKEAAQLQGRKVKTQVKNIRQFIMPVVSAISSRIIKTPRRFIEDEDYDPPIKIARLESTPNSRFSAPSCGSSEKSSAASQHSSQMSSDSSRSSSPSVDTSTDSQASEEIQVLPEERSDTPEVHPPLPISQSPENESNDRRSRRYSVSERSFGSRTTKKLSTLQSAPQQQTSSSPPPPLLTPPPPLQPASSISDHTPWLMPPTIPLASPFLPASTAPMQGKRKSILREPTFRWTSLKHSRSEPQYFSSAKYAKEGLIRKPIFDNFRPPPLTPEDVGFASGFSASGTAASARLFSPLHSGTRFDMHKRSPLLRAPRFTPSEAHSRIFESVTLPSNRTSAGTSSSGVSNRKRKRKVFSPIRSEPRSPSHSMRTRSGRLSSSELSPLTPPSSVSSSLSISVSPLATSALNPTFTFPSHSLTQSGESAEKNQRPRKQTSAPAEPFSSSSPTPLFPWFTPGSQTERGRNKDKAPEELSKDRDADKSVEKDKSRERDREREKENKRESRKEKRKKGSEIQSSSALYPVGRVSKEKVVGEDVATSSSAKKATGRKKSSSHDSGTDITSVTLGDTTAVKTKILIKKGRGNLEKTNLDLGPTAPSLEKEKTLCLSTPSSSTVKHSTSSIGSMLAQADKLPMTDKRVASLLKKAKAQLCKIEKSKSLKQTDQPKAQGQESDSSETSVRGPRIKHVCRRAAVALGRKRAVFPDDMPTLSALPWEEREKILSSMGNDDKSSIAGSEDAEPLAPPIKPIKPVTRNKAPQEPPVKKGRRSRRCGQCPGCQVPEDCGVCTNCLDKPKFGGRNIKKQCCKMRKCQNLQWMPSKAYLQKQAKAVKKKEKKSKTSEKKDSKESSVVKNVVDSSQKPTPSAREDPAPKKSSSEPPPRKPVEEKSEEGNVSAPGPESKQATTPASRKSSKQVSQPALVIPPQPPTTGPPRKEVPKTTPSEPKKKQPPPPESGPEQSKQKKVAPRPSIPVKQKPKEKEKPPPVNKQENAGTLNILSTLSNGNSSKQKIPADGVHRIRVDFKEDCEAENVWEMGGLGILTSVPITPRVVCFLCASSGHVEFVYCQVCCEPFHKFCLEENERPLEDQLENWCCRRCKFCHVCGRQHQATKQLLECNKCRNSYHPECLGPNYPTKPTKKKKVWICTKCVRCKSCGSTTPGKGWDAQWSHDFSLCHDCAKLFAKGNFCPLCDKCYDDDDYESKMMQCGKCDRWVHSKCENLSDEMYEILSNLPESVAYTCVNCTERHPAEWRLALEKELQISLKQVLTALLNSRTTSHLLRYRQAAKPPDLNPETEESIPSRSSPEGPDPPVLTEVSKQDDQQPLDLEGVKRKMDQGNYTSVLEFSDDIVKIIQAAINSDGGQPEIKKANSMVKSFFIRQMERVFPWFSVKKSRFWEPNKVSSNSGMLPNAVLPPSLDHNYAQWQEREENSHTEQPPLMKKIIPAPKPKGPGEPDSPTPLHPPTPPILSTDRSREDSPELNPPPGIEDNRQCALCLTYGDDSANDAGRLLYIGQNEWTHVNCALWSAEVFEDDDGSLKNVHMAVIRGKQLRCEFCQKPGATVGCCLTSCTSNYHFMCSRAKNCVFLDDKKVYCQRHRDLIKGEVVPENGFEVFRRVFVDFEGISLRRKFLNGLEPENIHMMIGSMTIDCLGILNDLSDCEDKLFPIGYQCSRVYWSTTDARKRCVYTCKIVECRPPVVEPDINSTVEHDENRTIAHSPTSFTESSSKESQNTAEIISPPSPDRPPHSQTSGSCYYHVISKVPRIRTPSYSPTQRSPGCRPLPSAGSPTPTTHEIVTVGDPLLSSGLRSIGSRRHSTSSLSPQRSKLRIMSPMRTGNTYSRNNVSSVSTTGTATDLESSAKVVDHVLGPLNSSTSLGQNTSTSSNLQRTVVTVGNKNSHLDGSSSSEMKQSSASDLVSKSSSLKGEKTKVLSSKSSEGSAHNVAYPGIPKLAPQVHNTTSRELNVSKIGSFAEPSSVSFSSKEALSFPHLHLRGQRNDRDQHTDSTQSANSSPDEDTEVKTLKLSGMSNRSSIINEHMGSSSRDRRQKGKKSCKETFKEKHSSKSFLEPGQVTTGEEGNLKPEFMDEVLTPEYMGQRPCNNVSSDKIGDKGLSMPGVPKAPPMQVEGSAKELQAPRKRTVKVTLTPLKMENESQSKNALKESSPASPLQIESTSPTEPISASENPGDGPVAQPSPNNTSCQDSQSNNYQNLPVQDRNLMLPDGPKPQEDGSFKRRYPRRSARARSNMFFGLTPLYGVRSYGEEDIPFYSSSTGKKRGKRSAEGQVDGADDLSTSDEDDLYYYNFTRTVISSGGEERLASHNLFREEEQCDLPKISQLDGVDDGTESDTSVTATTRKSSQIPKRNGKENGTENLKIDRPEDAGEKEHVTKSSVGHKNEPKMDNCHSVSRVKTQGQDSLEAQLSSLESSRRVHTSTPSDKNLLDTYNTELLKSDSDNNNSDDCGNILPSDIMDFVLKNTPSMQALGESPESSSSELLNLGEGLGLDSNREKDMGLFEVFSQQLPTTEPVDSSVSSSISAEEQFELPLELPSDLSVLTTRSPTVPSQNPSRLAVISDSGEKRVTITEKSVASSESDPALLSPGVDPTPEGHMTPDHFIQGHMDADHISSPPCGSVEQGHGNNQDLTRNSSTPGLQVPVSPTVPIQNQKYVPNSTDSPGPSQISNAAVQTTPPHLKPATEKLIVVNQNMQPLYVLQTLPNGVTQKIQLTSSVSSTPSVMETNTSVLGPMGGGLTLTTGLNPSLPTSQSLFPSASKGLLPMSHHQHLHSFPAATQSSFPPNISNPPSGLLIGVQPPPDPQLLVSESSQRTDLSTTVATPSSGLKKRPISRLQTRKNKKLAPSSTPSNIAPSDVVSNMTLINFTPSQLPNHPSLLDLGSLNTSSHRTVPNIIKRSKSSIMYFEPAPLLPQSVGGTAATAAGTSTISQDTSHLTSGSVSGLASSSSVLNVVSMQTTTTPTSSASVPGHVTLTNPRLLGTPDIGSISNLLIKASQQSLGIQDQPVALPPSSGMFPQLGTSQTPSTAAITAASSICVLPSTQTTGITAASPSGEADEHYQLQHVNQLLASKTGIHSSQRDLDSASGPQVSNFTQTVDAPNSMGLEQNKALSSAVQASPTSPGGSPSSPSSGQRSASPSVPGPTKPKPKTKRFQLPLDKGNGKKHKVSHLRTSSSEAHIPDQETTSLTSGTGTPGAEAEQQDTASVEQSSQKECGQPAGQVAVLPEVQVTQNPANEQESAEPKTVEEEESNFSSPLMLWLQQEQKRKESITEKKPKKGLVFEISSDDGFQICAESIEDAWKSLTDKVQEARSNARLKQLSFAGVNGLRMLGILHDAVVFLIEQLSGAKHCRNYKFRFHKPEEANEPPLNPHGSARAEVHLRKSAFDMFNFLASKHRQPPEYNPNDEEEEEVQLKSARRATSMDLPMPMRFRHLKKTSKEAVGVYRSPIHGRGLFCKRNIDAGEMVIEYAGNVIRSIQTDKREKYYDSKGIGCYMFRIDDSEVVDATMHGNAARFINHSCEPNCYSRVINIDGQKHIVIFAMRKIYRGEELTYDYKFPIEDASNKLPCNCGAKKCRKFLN
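Steps: dispense CXXC domain solution (7 uM) → pin compounds or unlabeled HOX-A9 DNA control → 5 min ambient → add FLSN-HOX-A9 solution (50 nM) → spin → 30 min ambient → fluorescence polarization. Tris pH 7.5/NaCl/DTT/BSA buffer.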
KCNH2 3.1 block = qHTS for Inhibitors of KCHN2 3.1: Mutant qHTS; activity change, % (tested at about 1.8 µM); Potassium voltage-gated channel subfamily H member 2, brain isoform KCNH2 3.1 (human); U2OS KCNH2 3.1, thallium flux FluxOr; stronger effect = lower value; actives 0.95% (n = 340,000); AID 720553, 2013;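 active means maximum activity change below -70%; inconclusive means maximum activity change from -70% to -50%; inactive means maximum activity change above -50%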;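 further: thallium influx rate constant from kinetic fluorescence after stimulation buffer; on the % scale 0 is the no-effect control and ±100 the full control effect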
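U2OS cells transduced with KCNH2 3.1 mutant virus (1.77 x 10^8 /mL, 4 h), plated overnight at 37 C, loaded 45 min with FluxOr dye plus Red40 quencher. Thallium flux rate constant from kinetic reads after stimulation buffer, normalised to controls.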
GALK inh = qHTS Assay for Inhibitors of Human Galactokinase (GALK). P51570. Purified GALK, Kinase-Glo residual ATP luminescence. Potency, µM (titrated, usually from 57.5 µM), inactives show top-dose activity change, negative = inhibition, hits mostly inhibitors. actives 0.007% (n = 270,000); further: potency means the concentration at half of the fitted maximal effect; on the % scale 0 is the no-effect control and ±100 the full control effect
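Luminescence from leftover ATP (Ultra-Glo luciferase/luciferin) served as read-out after a 1 h room-temperature reaction of 5 nM GALK with 35 uM ATP and 100 uM galactose.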
Coupling enz = qHTS Assay for Inhibitors of Fructose-1,6-bisphosphate Aldolase from Giardia Lamblia: Coupling assay counterscreen. AID 2472, 2010. actives 0.67% (n = 290,000). activity change, negative = inhibition, % at 58.2 µM, hits read low. coupling enzyme system counterscreen, AmpLite Red fluorescence; in the data active means activity change below about -30%; further: on the % scale 0 is the no-effect control and ±100 the full control effect
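Coupling enzymes only (glyceraldehyde-3-phosphate) + compound, at 57.5 uM final, 10 min RT; add substrate/coupling/AmpLite Red mix, 20 min RT; fluorescence ex 525/em 598 nm. Actives flag coupling-system interference.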
Starred values were filed as active, the others as inactive; u = inconclusive; x = not tested or not shown; [ ] = another dose, or the depositor's remark. Unless noted, the call rests on the fitted dose curve; in most records, active means well fitted curve in the direction sought with a large enough effect; inconclusive means small, poorly fitted or top-dose-only effect, or another doubt; inactive means no such curve, though single readings can be large; an effect the other way counts as inactive or inconclusive. Not all compounds are listed. The share of hits here may be higher or lower than overall.

Molecule,B2AR arrestin,USP2a inh,Giardia kill,Menin-MLL TR inh,TRPV1 ag,PKM2 activator,hERG WT inh,MLL CXXC-DNA inh,KCNH2 3.1 block,GALK inh,Coupling enz
Cc1cc(C)c2c(n1)SCC(=O)N2CC(=O)Nc1ccc(Br)c(C)c1,-0.7%,1%,11,23%,1,x,13,3%,31,1%,0
O=C(CSCc1cccs1)N1CCCC1,3.8%,8%,-4,10%,7,-7%,-4,6%,11,-6%,0
Oc1ccc(-n2nnnc2SCc2ccccc2Br)cc1,-1.2%,2%,5,32%[activator],1,-3%,10,1%,-30,-1%,1
O=C(Nc1nc(-c2ccc(F)cc2)cs1)c1cccc(N2C(=O)CCC2=O)c1,0.1%,2%,-4,u,-3,0%,-4,2%,-18,-4%,0
CC(=O)c1cnc2c(-c3ccc(Cl)cc3)c(C)nn2c1C,0.4%,1%,7,-7%,0,-2%,-5,-14%,-15,1%,1
CCN(CC)C(=O)CSc1nc2cc3c(cc2c(=O)n1Cc1ccc(OC)cc1)OCO3,-0.3%,11%,3,-10%,27,6%,1,3%,-4,-1%,-18
COc1ccc(S(=O)(=O)Nc2c(C(=O)O)[nH]c3ccc(OC)cc23)cc1,0.1%,2%,-6,u,-2,x,-2,3%,4,-2%,3
C=CCn1cnc2c(c1=O)c1nc3ccccc3nc1n2/N=C/c1cccc(OC)c1,-0.2%,0%,1,24%,-1,-10%,-4,-6%,11,-1%,0
COc1ccc(NC(=O)c2ccc(-n3cncn3)c([N+](=O)[O-])c2)cc1,-0.9%,8%,17,18%,u,0%,4,1%,-6,-1%,-11
Cc1ccc(CN2C(=O)C(CC(C)C)Nc3ncnc(N4CCN(c5ccccn5)CC4)c32)cc1 (stereo unspecified),-0.4%,-4%,40[activator],x,81*,x,-5,x,-27,x,x
Cc1ccccc1N=C(NOCc1ccc(Cl)cc1Cl)c1nonc1N,0.3%,-13%,6,1%,3,-13%,-6,9%,-10,0%,-2
O=C(O)CSc1nnc(-c2cccc(S(=O)(=O)N3CCOCC3)c2)n1-c1cccc(Cl)c1,0.1%,1%,-6,x,-2,-10%,0,0%,-10,0%,10
c1ccc(-c2ccc(-c3nc(-c4ccncc4)no3)cc2)cc1,-0.9%,3%,6,13%,1,-2%,12,3%,-6,1%,1
CCc1c(C)sc(NC(=O)c2cccs2)c1C(=O)OC(C)C,-0.9%,-2%,-2,-6%,1,15%,-7,1%,-23,1%,1
CC(=O)NC(c1ccccc1)c1c(O)ccc2ccccc12 (stereo unspecified),-1.1%,0%,9,0%,6,-1%,0,2%,-8,1%,4
CC1CCN(C(=O)C2CCN(S(=O)(=O)c3cccnc3)CC2)CC1,0.1%,-1%,5,0%,-1,-1%,-10,-3%,0,-2%,1
CSCCC(NS(=O)(=O)c1ccc(Cl)cc1)C(=O)OCC(=O)N(C(C)C)C(C)C (stereo unspecified),-0.4%,-2%,20,u,-1,-1%,-6,-19%,11,0%,-1
C=CCn1cc(C(=O)OCC)c(=O)c2ccc(F)cc21,0.5%,0%,6,-23%,-3,-1%,0,15%,4,9%,-9
COc1ccc(S(=O)(=O)Nc2ccccc2C(=O)NC2CC2)cc1NC(C)=O,-0.2%,1%,1,x,1,x,-5,x,-14,x,x
CS(=O)(=O)Nc1ccc(C(=O)Nc2ccc3c(c2)OCCO3)cc1,-0.1%,4%,14,6%,u,9%,22,1%,x,3%,0
C=CCn1c2ccccc2c2nnc(SCC(=O)O)nc21,-1.1%,-1%,-8,0%,0,-24%,11,-18%,9,3%,5
COC(=O)c1nnn(CC(=O)NC(=O)Nc2cccc(Cl)c2C)c1C(=O)OC,0.4%,0%,u,12%,1,5%,28,-1%,-9,0%,1
CN(C)CC(C)(C)CN=Cc1c(O)[nH]c2ccccc12,0.1%,6%,1,x,3,0%,4,18%,8,-2%,0
Cc1cccnc1Nc1nc(-c2ccc(O)c(O)c2)cs1,3.1%,-7%,-14,u,9,13%,0,4%,-5,-4%,-20
COc1ccc2c(c1)C=C(C(=O)OCc1cccnc1)CO2,0.5%,0%,3,-2%,u,30%,-8,-2%,-23,0%,-1
CC(=O)Nc1ccc(OS(=O)(=O)c2ccc(Cl)cc2)cc1,-0.5%,0%,12,u,14,x,0,2%,6,2%,0
O=C(CCc1ccccc1)NNC(=O)COc1ccc(Cl)cc1,0.3%,-2%,-9,x,7,-6%,2,9%,14,-4%,x
Cc1cc(NS(=O)(=O)c2ccc(NC(=O)C3CCCCC3)cc2)no1,-0.5%,1%,-1,-1%,3,-3%,-2,11%,4,-3%,2
CC(Oc1ccc(F)cc1)C(=O)NN (stereo unspecified),-0.1%,-3%,18,1%,23,-14%,2,5%,-15,0%,1
Cc1nn(CCCC(=O)NCc2ccccc2)c(=O)c2nccn12,-0.5%,2%,-16,-5%,-3,-6%,1,x,1,x,0
O=C(CN1CCCC1)N/N=C/c1ccc(-c2cccc(Cl)c2)o1,-1.8%,1%,-1,-17%,0,-12%,-3,8%,-27,x,1
O=C1CN(C(=O)COc2ccccc2F)c2ccccc2N1,-0.4%,-1%,-5,2%,-1,-9%,6,4%,11,2%,2
O=C(NC1CCCC1)C(c1ccccn1)N(C(=O)c1csnn1)c1ccccc1Cl (stereo unspecified),-0.7%,0%,-21,-13%,-2,-1%,11,15%,-4,6%,4
CN(C)c1ccc(C(CNC(=O)c2ccc(C#N)cc2)c2c[nH]c3ccccc23)cc1 (stereo unspecified),-1.7%,-4%,-14,u,2,8%,u,7%,u,1%,-4
C=CCNc1nc2c(c(=O)n(C)c(=O)n2C)n1CC(=C)C,-0.3%,1%,21,-3%,1,6%,-1,3%,14,-1%,-2
CC(=O)N(C1=C(N)C(=O)c2ccccc2C1=O)C(C)C,-0.9%,10%,-15,-17%,-1,u,-5,-1%,7,0%,-43*
Cn1cnc([N+](=O)[O-])c1Nc1ccc(O)cc1,-0.8%,1%,1,-12%,4,18%,-13,6%,-3,-1%,-20
Cc1onc(-c2ccccc2Cl)c1C(=O)NCc1ccc(F)cc1,-0.4%,2%,7,-12%,6,0%[11.5 µM],-4,-2%,15,-2%,-1
COc1cc2c(cc1OC)C1(Nc3c-2c(Cc2ccccc2)nn3-c2ccccc2)C(=O)Nc2ccccc21 (stereo unspecified),-0.8%,-4%,4,u,-16,-2%,2,15%,-10,2%,-11
COc1ccc(C)cc1NC(=O)CO/N=C(\N)CC(=O)Nc1ccccc1OC,-0.3%,-2%,41[activator],x,0,x,-2,x,-5,x,x
COc1ccc(-c2csc(N(CCc3ccc(OC)c(OC)c3)C(=O)COc3ccccc3)n2)cc1,-0.5%,3%,9,14%,1,0%,26,10%,9,1%,0
CN(C)CCCC1(O)c2ccccc2CCc2ccccc21,-2.9%,3%,11,3%,2,0%,2,6%,0,10%,6
OCCC1CN(Cc2cccn2-c2cccnc2)CCN1Cc1ccc(F)cc1 (stereo unspecified),-0.3%,1%,6,-13%,1,0%,44,-22%,-3,-3%,2
CC(Oc1ccc(C(C)(C)C)cc1)c1ccnc2nc(/N=C/N(C)C)nn12 (stereo unspecified),-0.8%,-4%,-9,-2%,-3,-1%,-5,7%,20,-1%,1
CN(C)CCNC(=O)Cn1ccc2cc(S(=O)(=O)N3CCCCC3)ccc21,0.2%,1%,-1,9%,-3,1%,4,4%,7,9%,0
Cc1c(NC(=O)Oc2ccccc2)sc(=S)n1C,-0.9%,0%,-5,7%,-2,-1%,-4,-5%,16,2%,2
